# Source: PubChem
# CF NFkB inh = inhibitors of cystic fibrosis induced NF-kB | KKLEB NF-kB-GFP reporter, PAF-induced, GFP fluorescence overnight | inhibition, % at 5 µM | 0.86% of 360,000 active;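 active = at least 50% inhibition at 5 µM, scaled per plate between neutral and stimulator controls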;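 note: PAF is a Pseudomonas aeruginosa culture filtrate used as stimulus; plate controls were PAF-stimulated DMSO wells for no effect and unstimulated DMSO wells for full effect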
# TRPM1 prom inh = MITF TRPM1 promoter inhibition in SK-MEL-5 cells; SK-MEL-5 TRPM1 promoter luciferase, 24 h; inhibition, % at 12.5 µM; 0.83% of 330,000 active; AID 488899;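 active = mean inhibition across replicates of 60% or more, whatever share of single replicates reaches that level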; note: values of inactives mirror those of a sister screen read the other way
# TROY NFkB inh = inhibitors of TROY-dependent NF-kB signaling; AID 1347056; Q293 LMP1-TROYcd NF-kB luciferase reporter, 4 h; inhibition, % at 10 µM; 0.98% of 360,000 active;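 active = compounds whose plate-normalised and pattern-corrected inhibition of the luciferase reporter signal at the single screening dose is 50% or more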
# C8 TRAIL sens = caspase-8 TRAIL sensitization; NB7+C8 cells + TRAIL, ATPlite viability luminescence; inhibition (viability loss, TRAIL sensitization), % at 10 µM; 1% of 360,000 active;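 active = compounds causing at least 50% loss of cell viability in the single-dose screen, relative to plate controls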
# KKLEB cytotox = counter-screen for CF NF-kB inhibitors: cytotoxicity; KKLEB CF airway cells viability, ATPlite luminescence, overnight; active compounds read low; cells stimulated with P. aeruginosa culture filtrate; activity change (cytotoxicity), % at 5 µM; 0.36% of 360,000 active;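 active = corrected activity change at or below -50% at 5 µM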
# TWEAK-Fn14 inh = TWEAK-Fn14 signaling inhibition. TWEAK-stimulated Fn14 reporter cells, luciferase luminescence, 8 h. inhibition, % at 10 µM. 2% of 360,000 active. AID 1159606; in the data active = inhibition above about 50%
# Peg3 prom inh = Peg3 promoter activity inhibition | HeLa PEG-Prom luciferase reporter, luminescence, overnight | inhibition, % at 20 µM | 1.7% of 360,000 active;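 active = inhibition of at least 50% at 20 µM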
# Shn3 inh set2 = reduces Shn3 3'UTR luciferase signal in osteoblasts; Clone20 osteoblast Shn3 3'UTR firefly luciferase, 24 h; inhibition, % at 12.5 µM; 0.52% of 360,000 active; AID 588674;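 active = mean inhibition of at least 75% with every replicate also reaching 75%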;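 note: 0% = median of neutral control wells and 100% = pilot-screen positive control compound; some compounds past the cut are filed as inactive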
# HIF-2a inh = blocks HIF-2a reporter activity. inhibition, % at 18.8 µM. 786-0 RCC cells HIF-2a reporter, luciferase luminescence, overnight. 0.72% of 360,000 active;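 active = inhibition of the luminescence signal of 40% or more relative to plate controls, in a single-dose primary screen at 18.75 µM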
# NR2E3 ag-1 = activates human photoreceptor nuclear receptor NR2E3. Q9Y5X4. GST-NR2E3/biotin-RetCOR TR-FRET, 1536-well. inhibition of corepressor binding, % at 4.78 µM. 0.12% of 320,000 active. AID 2300;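 active = percent inhibition above the cutoff of mean plus 3 SD of all tested compounds, set per screening campaign, cut at about 20% in these data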;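 note: 0% = DMSO wells and 100% = biotin wells as full block of FRET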
# Target sequence (Q9Y5X4 whole entry, looked up): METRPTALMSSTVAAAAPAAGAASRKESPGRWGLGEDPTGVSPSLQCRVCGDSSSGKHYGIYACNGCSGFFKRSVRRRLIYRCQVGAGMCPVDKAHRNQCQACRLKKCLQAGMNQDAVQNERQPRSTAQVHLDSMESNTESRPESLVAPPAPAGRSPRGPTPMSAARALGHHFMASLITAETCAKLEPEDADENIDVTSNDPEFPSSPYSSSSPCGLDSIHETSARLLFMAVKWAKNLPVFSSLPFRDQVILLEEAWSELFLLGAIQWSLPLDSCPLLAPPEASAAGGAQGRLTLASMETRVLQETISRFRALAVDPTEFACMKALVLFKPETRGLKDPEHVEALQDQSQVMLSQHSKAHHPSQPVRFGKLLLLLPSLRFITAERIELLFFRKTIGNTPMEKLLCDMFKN
#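 Format: 1536-well format; test system: GST-NR2E3 and biotin-RetCOR proteins; read-out basis: percent inhibition of TR-FRET ratio; timing: 5 h incubation at 4 °C; detection: time-resolved FRET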
# NR2E3 ag-2 = agonists of human NR2E3 nuclear receptor. Q9Y5X4. CHO-S Gal4-NCOR/VP16-NR2E3 two-hybrid, luciferase. inhibition of corepressor binding, % at 3.98 µM. 0.35% of 360,000 active. AID 602229;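 active = inhibition above the mean of all tested compounds plus 3 SD, cut at about 70% in these data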;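 note: 0% = DMSO with NR2E3 transfected cells and 100% = cells lacking NR2E3 construct; higher means lower luciferase signal from less NR2E3 corepressor binding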
# * = called active by the depositor; x = not tested or not shown. An excerpt; count on the stated rates, not on these rows.
# Each structure is followed by: CF NFkB inh, TRPM1 prom inh, TROY NFkB inh, C8 TRAIL sens, KKLEB cytotox, TWEAK-Fn14 inh, Peg3 prom inh, Shn3 inh set2, HIF-2a inh, NR2E3 ag-1, NR2E3 ag-2
CCOc1cccc2sc(N(CCCN(C)C)C(=O)c3ccc(S(=O)(=O)N(CC)Cc4ccccc4)cc3)nc12
  9, 57, 10, 45, -16, 10, 95*, 10, -5, -3, -27
O=C1N/C(=C\c2ccccc2)C(O)=C1C=NCc1ccccc1
  11, -36, -55, 6, -8, -2, -108, -38, -102, -5, -16
COC(=O)Oc1ccc(/C=N/NC(=O)CSCc2ccc(Cl)cc2)cc1OC
  20, 7, 11, 13, -14, 7, 14, 58, 18, 1, -6
CNC(=O)N(O)C1N(/N=C/c2ccccc2OC)C(=S)SC1(C)C (stereo not drawn)
  -5, -10, 7, 0, 3, 7, 22, -3, 12, -2, -1
CCOC(=O)[C@]12CCCC=C1N(Cc1cccc3ccccc13)C(=O)[C@H](CC(=O)NCc1ccccc1)C2
  x, x, 14, 4, x, 13, x, x, -15, x, -3
CCCCC(CC)C(=O)Nc1ncc([N+](=O)[O-])s1 (stereo not drawn)
  30, 11, 40, -2, 9, 47, 27, -24, -15, 1, -15
Cc1ccc(C2C(=O)N(C3CCCC3)CC(=O)N2C2CCCCC2)cc1 (stereo not drawn)
  0, -12, 4, -6, 0, 3, 5, 3, 1, -1, -26
CC(C)C[C@@H]1COc2cccc(N(C)CCO)c2S(=O)(=O)N1
  x, x, -4, -1, x, 2, x, x, -1, x, -10
c1nc2sc3c(c2c2nnnn12)CCCC3
  32, 0, -12, -20, -3, 17, 11, 15, 10, -1, -9
CC(=O)Nc1ccc(S(=O)(=O)NC(CSc2ccc(C(=O)O)cc2[N+](=O)[O-])C(=O)O)cc1 (stereo not drawn)
  -2, 0, 0, -11, 16, 24, 6, -3, 26, 2, 7
CCOC(=O)Cn1nc(-c2ccc(C)cc2)ccc1=O
  6, -23, -21, 5, 6, -13, -5, -15, -6, 7, -16
CC(C)Cc1nnc(NS(=O)(=O)c2ccccc2)s1
  -21, x, 3, -13, 4, 10, 5, -16, 0, x, -19
CC[n+]1c(/C=C/C=C/N(C(C)=O)c2ccccc2)sc2ccccc21
  -57, 44, x, 17, -17, 1, 3, 82, 3, -4, -10
O=C(COc1ccccc1[N+](=O)[O-])OCC(=O)N1CCC(Cc2ccccc2)CC1
  2, 5, 14, 0, 0, -5, 2, -14, 26, 5, -6
C=CCn1c(=O)c(C(=O)Nc2ccccc2O)c(O)c2ccccc21
  -26, 6, -10, -2, 4, -8, -29, -4, -45, 3, -21
Cc1ccc(S(=O)(=O)N2CCCCC2)cc1C(=O)Nc1ccc(N2CCOCC2)cc1
  4, 1, 7, -12, 3, -13, -14, 32, -37, -2, 19
CCn1c(C)c(/C=N/Nc2nc3ccccc3s2)c2ccccc21
  -12, -45, -16, -2, 5, 1, -52, -64, -108, 4, -82
Cc1ccc(NC(=O)CN(C)CC(=O)Nc2ccc(F)c(F)c2F)c(Cl)c1
  -1, 4, 33, 3, -4, -11, 14, -8, -5, -1, -2
O=C(c1ccc(S(=O)(=O)N2CCOCC2)cc1)N1CCN(c2ccccc2)CC1
  -17, 1, -10, 10, 11, 10, 5, 5, -3, 0, 5
CCc1noc(C)c1C(=O)N1CCCSC1=Nc1ccccc1Cl
  -16, 0, -4, 9, 9, -1, 9, -5, 14, 2, -8

# Next section; the last three above are carried over.
# Each structure is followed by: CF NFkB inh, TRPM1 prom inh, TROY NFkB inh, C8 TRAIL sens, KKLEB cytotox, TWEAK-Fn14 inh, Peg3 prom inh, Shn3 inh set2, HIF-2a inh, NR2E3 ag-1, NR2E3 ag-2
Cc1ccc(NC(=O)CN(C)CC(=O)Nc2ccc(F)c(F)c2F)c(Cl)c1
  -1, 4, 33, 3, -4, -11, 14, -8, -5, -1, -2
O=C(c1ccc(S(=O)(=O)N2CCOCC2)cc1)N1CCN(c2ccccc2)CC1
  -17, 1, -10, 10, 11, 10, 5, 5, -3, 0, 5
CCc1noc(C)c1C(=O)N1CCCSC1=Nc1ccccc1Cl
  -16, 0, -4, 9, 9, -1, 9, -5, 14, 2, -8
Cc1ccc(OCC(=O)O/N=C(\N)c2cccnc2)cc1
  -30, -42, -53, 1, 4, -6, -128, -24, -248, 1, -72
CC(C)(C)C(=O)Nc1ccccc1C(=O)NCc1cccnc1
  5, -3, 4, -10, -1, 3, 5, -4, 10, 12, -1
O=C(CSc1nc2ccccc2o1)N1CCN(c2ccc(Cl)cc2)CC1
  -7, 9, -11, -25, -3, -3, -14, -11, 11, 0, 25
COC(=O)c1ccc(CN(c2ccc(C)cc2)S(=O)(=O)c2ccc3c(c2)OCCO3)o1
  6, 5, 2, -11, -2, 37, 13, 11, 13, 2, -25
CCCN1C=CC(=C2C(=O)c3ccccc3C2=O)C=C1
  -4, 105*, 73*, 91*, -61*, 71*, 105*, 77, 90*, 2, 42
O=C(NCCNS(=O)(=O)c1ccccc1)N1CCOCC1
  -6, 1, 6, -3, 14, -22, -6, -10, 6, 3, -26
COCCCNC(=O)c1ccc(CS(=O)(=O)c2ccccc2OC)o1
  -7, 8, 13, -4, 0, 8, 4, 8, 10, 5, -2
CC1(OC(=O)C2CCCC2)C(=O)C=C2C=C(c3ccsc3)N(C3CCCC3)C=C2C1=O (stereo not drawn)
  -6, 12, -11, -13, 6, 11, 3, 7, 3, -1, 9
C#CCOc1ccc(/C=C2/C(=O)NN(c3ccc(F)cc3)C2=O)cc1OC
  -7, -3, -3, -8, 0, 4, 8, 6, 20, -1, 7
COc1ccc(S(=O)(=O)N2CCC(C(=O)O)(c3ccccc3)CC2)cc1
  -4, 8, 2, -7, 0, -19, 9, -11, 3, 0, -22
CCC(C(=O)Nc1nnc(-c2ccco2)s1)c1ccccc1 (stereo not drawn)
  -9, -12, -12, -2, -9, 1, 17, -23, 9, -1, -6
COc1ccc(NC(=O)CSc2nnc(CNC(=O)COc3ccc(Cl)cc3)o2)cc1
  16, 10, 4, -2, -1, 15, -1, -10, 10, -2, -19
Cc1cc(C)nc(SCc2n[nH]c(=S)n2C)n1
  16, -1, -24, -11, 1, -2, -2, 8, 21, 2, 1
COc1ccc(NC(=O)C2CCCN(S(=O)(=O)c3ccc(-n4cnnn4)cc3)C2)cc1 (stereo not drawn)
  0, 0, 6, -7, 1, 37, 1, -1, 6, 3, 14
CCSc1nnc(NC(=O)[C@@H](NC(=O)c2cc(OC)cc(OC)c2)C(C)C)s1
  -4, 6, -16, -9, -8, 11, 3, 23, 5, 3, 3
COc1ccc(S(=O)(=O)N2CCCC(C(=O)NCCN3CCOCC3)C2)cc1C (stereo not drawn)
  5, -5, -2, -3, -2, 20, 3, 15, 11, 0, -33
COc1ccc(NS(=O)(=O)c2cc(NC(=O)CCNC(C)=O)ccc2N2CCCCC2)cc1
  25, 10, 11, 9, -9, 5, 18, -4, 5, 2, -17
Cc1ccc(SCCC(=O)NCCSCc2ccco2)cc1
  28, -3, -11, -1, 4, -29, -5, -3, -10, -5, 24
COc1ccc2c(c1)CC/C2=N\OC(=O)c1ccccc1OC
  2, -68, -60, 2, 2, -1, -115, -22, -20, 4, -13
CC(=O)c1cn(Cc2ccccc2)c(=O)[nH]c1=O
  1, -12, -4, -1, 0, -2, 17, -12, 20, 0, 6
Cc1cccc(-c2noc(CN(C(=O)C34CC5CC(CC(C5)C3)C4)C(C)C)n2)c1
  5, 8, 8, -5, -10, 14, 26, 21, 36, 5, -32
C#CCOCCOCCOCCNc1nc(N2CCN(C(=O)C([C@@H](C)O)n3cc([C@@H](N)CCCCN)nn3)CC2)nc(N2CCN(C(=O)[C@H](CCCCN)n3cc(CN)nn3)CC2)n1 (stereo partly drawn)
  -15, 5, 0, -13, 0, -8, -7, 21, 6, x, 8
FC(F)Sc1ccc(NC(=S)NC2CCC(NC(=S)Nc3ccc(SC(F)F)cc3)CC2)cc1 (stereo not drawn)
  5, 11, 24, 10, -1, 11, 17, 15, 23, 5, -18
O=C(O)CSc1cccnc1Sc1ccc(Cl)cc1
  0, x, -10, -4, -10, 2, 4, 9, 16, 2, -5
O=C(NC(=S)Nc1ccc(CN2CCOCC2)cc1)c1ccc([N+](=O)[O-])cc1
  -9, -7, 3, 7, 4, 5, 12, -1, 15, 3, -9
C=CC(=O)Nc1ccc(Nc2nc(NC3CCC(N(C)C)CC3)nc3c2ncn3C(C)C)cc1 (stereo not drawn)
  94*, 86*, 71*, 73*, -74*, 95*, 107*, 94*, 76*, x, 30
COc1ccccc1CNC(=O)c1csc2c1CCCC2
  -2, -2, -22, -4, -10, -14, -13, -1, -10, 0, -16
COC(=O)/C(C#N)=C1/C=Cc2ccccc2N1C
  -6, -29, -36, -6, 4, -11, -144, -39, -132, 4, -22
CC(=O)c1ccc(S(=O)(=O)N(C)CCCC(=O)N(C)Cc2ccccc2F)cc1
  -18, 1, -22, -6, 6, 13, 3, 13, 14, 1, 5
O=C(NCCc1ccccc1)c1ccc(CS(=O)Cc2ccc(Cl)cc2)o1 (stereo not drawn)
  -10, 1, -7, 3, 5, 10, 0, 14, -6, 2, 1
N=c1c2ccccc2nc2n1CCCCC2
  -4, x, 4, -10, -5, 12, -6, -19, 0, x, -12
CCCCn1c(=NC(=O)c2ccco2)c(C(=O)OCC)cc2c(=O)n3ccccc3nc21
  -14, -3, 1, -7, 2, -61, 3, -6, 20, 1, -12
O=C(CSc1ccc(-c2ccco2)nn1)Nc1ccccc1F
  11, -5, 1, 0, -7, -12, -22, 19, -44, 0, 4
COC(=O)c1sccc1NC(=S)N1CCN(c2ccccc2)CC1
  -8, -21, 17, 1, 5, -26, 1, -1, -7, -2, -25
COc1ccc(OCC(=O)N2N=C(C)CC2(O)C(F)(F)F)cc1 (stereo not drawn)
  0, -7, -6, 45, -6, 19, 8, -1, 10, 4, -14
COc1cc(/C=N/NC(=O)Cc2nnc(NC(=O)c3ccccc3)s2)ccc1O
  22, 0, -18, 6, -9, -21, 0, -16, 18, -6, -29
CN(O)/C=c1/ccc2c(n1)C(=O)C=CC=2
  -1, 19, -3, -3, -2, 3, 23, 31, 14, -5, -1
Cc1cccc(-n2ncc3c(NCCN4CCOCC4)ncnc32)c1
  1, -6, 33, 11, 4, 21, -89, -12, -117, 1, -31
Cc1noc2ncnc(Oc3ccccc3Cl)c12
  -2, 13, -25, 3, -4, 7, 5, -6, 13, 1, -1
Cc1cccc(-n2c(SCC(=O)N3CCCC3)nc3n[nH]c(C)c3c2=N)c1
  15, 29, 21, 20, -11, -25, 33, 15, 0, 1, 25
O=C(CSc1cc([N+](=O)[O-])cc(S(=O)(=O)Cc2ccccc2)c1)NC1CC1
  -1, -9, -8, -5, 7, -19, 10, 4, 3, 1, 10
C/C(=N/NS(=O)(=O)c1ccc(Br)cc1)c1ccc(C)o1
  -42, -21, 1, -4, 7, 0, 2, 0, 8, -2, 11
O=C(CSc1nnc(NC(=O)c2c(F)cccc2F)s1)NC1CCCC1
  -2, -3, 1, -16, -1, 11, 8, 10, 13, 2, -7
S=C(Nc1ccccc1Cl)N(Cc1ccccc1)Cc1cccnc1
  -4, -2, 3, -1, -12, 4, 20, 32, 9, 6, -6
CCSc1ncnc2sc3c(c12)CCC3
  11, -2, -3, -23, -7, 3, -11, 3, 11, 2, 12
CSCC[C@H](NC(=O)Nc1cccc(Br)c1)C(=O)O
  -12, -3, 5, -6, -2, 8, 7, -3, 17, -2, -15
